hiPSC survival = increases survival of single human iPS cells. survival enhancement, % at 20 µM. hit rate 0.044% among 360,000. hiPSC single-cell survival, ATPlite luminescence; 100% = ROCK inhibitor wells, 0% = DMSO; in the data active = survival enhancement above about 18%;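 note: cells exposed to compounds for 16 hours before the ATP read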
NR2E3 ag-1 = human photoreceptor-specific nuclear receptor agonism | Q9Y5X4 | CHO-S Gal4-NCOR/VP16-NR2E3 two-hybrid, luciferase | inhibition of corepressor binding, % at 3.98 µM | hit rate 0.35% among 360,000 | AID 602229;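 active = inhibition above the mean of all tested compounds plus 3 SD, cut at about 70% in these data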;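 note: 0% = DMSO with NR2E3 transfected cells and 100% = cells lacking NR2E3 construct; higher means lower luciferase signal from less NR2E3 corepressor binding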
Target sequence (Q9Y5X4 whole entry, looked up, the tested form may be a part): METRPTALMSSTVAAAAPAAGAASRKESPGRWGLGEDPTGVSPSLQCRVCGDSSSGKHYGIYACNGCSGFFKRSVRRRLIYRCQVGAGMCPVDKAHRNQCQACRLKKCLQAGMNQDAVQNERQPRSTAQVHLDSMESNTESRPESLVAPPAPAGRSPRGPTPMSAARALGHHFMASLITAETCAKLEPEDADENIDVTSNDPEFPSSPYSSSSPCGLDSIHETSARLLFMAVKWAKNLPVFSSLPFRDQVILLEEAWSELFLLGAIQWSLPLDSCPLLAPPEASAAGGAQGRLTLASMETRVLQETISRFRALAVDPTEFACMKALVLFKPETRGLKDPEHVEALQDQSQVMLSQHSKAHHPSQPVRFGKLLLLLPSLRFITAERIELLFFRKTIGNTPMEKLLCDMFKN
NR2E3 ag-2 = agonists of human nuclear receptor NR2E3 | GST-NR2E3/biotin-RetCOR TR-FRET, 1536-well | AID 2300 | inhibition of corepressor binding, % at 4.78 µM | hit rate 0.12% among 320,000 | Q9Y5X4;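 active = percent inhibition above the cutoff of mean plus 3 SD of all tested compounds, set per screening campaign, cut at about 20% in these data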;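 note: 0% = DMSO wells and 100% = biotin wells as full block of FRET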
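System: GST-tagged NR2E3 plus biotinylated RetCOR corepressor; Amount: 1.35 nM GST-tagged NR2E3 final; Dosing: single nominal compound dose of 4.8 µM; Schedule: 5 h incubation at 4 °C; Technique: TR-FRET with europium anti-GST and streptavidin-D2, 340 nm excitation; Controls: biotin wells as high control, 0.6% DMSO wells as low control.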
TRPM1 prom inh = reduces MITF-dependent TRPM1 promoter luciferase signal | SK-MEL-5 TRPM1 promoter luciferase, 24 h | inhibition, % at 12.5 µM | hit rate 0.83% among 330,000 | AID 488899;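 active = mean inhibition across replicates of 60% or more, whatever share of single replicates reaches that level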; note: values of inactives mirror those of a sister screen read the other way
Peg3 prom inh = Peg3 promoter activity inhibition. HeLa PEG-Prom luciferase reporter, luminescence, overnight. AID 588405. hit rate 1.7% among 360,000. inhibition, % at 20 µM;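 active = inhibition of at least 50% at 20 µM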
HIF-2a inh = blocks HIF-2a reporter activity. inhibition, % at 18.8 µM. 786-0 RCC cells HIF-2a reporter, luciferase luminescence, overnight. hit rate 0.72% among 360,000;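 active = inhibition of the luminescence signal of 40% or more relative to plate controls, in a single-dose primary screen at 18.75 µM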
CF NFkB block = cystic fibrosis NF-kB activation inhibition; inhibition, % at 5 µM; hit rate 0.86% among 360,000; KKLEB NF-kB-GFP reporter, PAF-induced, GFP fluorescence overnight;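 active = at least 50% inhibition at 5 µM, scaled per plate between neutral and stimulator controls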;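 note: PAF is a Pseudomonas aeruginosa culture filtrate used as stimulus; plate controls were PAF-stimulated DMSO wells for no effect and unstimulated DMSO wells for full effect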
Shn3 inh set2 = inhibitors of Schnurri-3 3'UTR reporter in osteoblasts; hit rate 0.52% among 360,000; Clone20 osteoblast Shn3 3'UTR firefly luciferase, 24 h; inhibition, % at 12.5 µM;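 active = mean inhibition of at least 75% with every replicate also reaching 75%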;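 note: 0% = median of neutral control wells and 100% = pilot-screen positive control compound; some compounds past the cut are filed as inactive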
KKLEB cytotox = CF airway cell cytotoxicity counter-screen; KKLEB CF airway cells viability, ATPlite luminescence, overnight; active compounds read low; cells stimulated with P. aeruginosa culture filtrate; activity change (cytotoxicity), % at 5 µM; hit rate 0.36% among 360,000; AID 602141;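 active = corrected activity change at or below -50% at 5 µM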
LMP1 NFkB inh = reduces LMP1-driven NF-kappaB luciferase signal | LMP1-induced NF-kappaB luciferase reporter cells, luminescence | inhibition, % at 12.5 µM | hit rate 0.69% among 350,000; in the data active = inhibition above about 41%;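 note: 0% = neutral control wells and 100% = reference inhibitor control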
C8 TRAIL sens = sensitizes caspase-8 expressing cells to TRAIL. NB7+C8 cells + TRAIL, ATPlite viability luminescence. inhibition (viability loss, TRAIL sensitization), % at 10 µM. hit rate 1% among 360,000;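 active = compounds causing at least 50% loss of cell viability in the single-dose screen, relative to plate controls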
* hit, by the source's call; . = no result given. Not all compounds are listed; count on the stated rates, not on these rows.

The first 3 records, ahead of the listing:
Second line of a record: hiPSC survival	NR2E3 ag-1	NR2E3 ag-2	TRPM1 prom inh	Peg3 prom inh	HIF-2a inh	CF NFkB block	Shn3 inh set2	KKLEB cytotox	LMP1 NFkB inh	C8 TRAIL sens
CCS(=O)(=O)N1CCN(C(C)CCc2ccccc2)CC1 (stereo not given)
 : 5.2	9	4	2	-2	13	-2	6	1	6	-8
CCc1ccc(CN(C)C(=O)c2ccc3c(c2)OCCO3)cc1
 : -0.6	-29	1	-7	7	-1	-2	5	-5	-2	-14
COc1ccc(Cl)cc1NC(=O)NC(C)c1ccncc1 (stereo not given)
 : -1.2	15	-2	7	11	5	3	3	-5	-2	1

The whole of this part, previewed entries included:
Second line of a record: hiPSC survival	NR2E3 ag-1	NR2E3 ag-2	TRPM1 prom inh	Peg3 prom inh	HIF-2a inh	CF NFkB block	Shn3 inh set2	KKLEB cytotox	LMP1 NFkB inh	C8 TRAIL sens
CCS(=O)(=O)N1CCN(C(C)CCc2ccccc2)CC1 (stereo not given)
 : 5.2	9	4	2	-2	13	-2	6	1	6	-8
CCc1ccc(CN(C)C(=O)c2ccc3c(c2)OCCO3)cc1
 : -0.6	-29	1	-7	7	-1	-2	5	-5	-2	-14
COc1ccc(Cl)cc1NC(=O)NC(C)c1ccncc1 (stereo not given)
 : -1.2	15	-2	7	11	5	3	3	-5	-2	1
NC(=O)CC(NC(=S)NCc1ccccc1)C(=O)O (stereo not given)
 : -2.7	-24	0	-4	-6	13	6	0	-15	2	4
COc1ccc(CSCC(=O)N/N=C/c2ccccc2OCc2ccccc2)cc1
 : 2.3	-16	4	-1	-34	3	-13	12	-2	-1	-10
COc1ccc(OC)c(C(=O)c2coc3ccc(O)cc23)c1
 : 0.5	-19	-3	-13	-57	-8	-1	-27	-12	1	5
Cc1cccc(NNC(=S)Nc2c(C)cccc2C)c1
 : -0.3	-25	-3	11	6	4	-22	7	-1	-5	-20
NNC(=S)Nc1ccc(OC(F)(F)F)cc1
 : -0.5	25	8	6	-11	7	2	11	-6	2	-2
CN1CCN(CCOC2Cc3ccccc3Sc3ccc(Cl)cc32)CC1 (stereo not given)
 : -0.6	-3	-1	-8	36	11	17	17	-10	-18	7
O=S(=O)(Nc1ccc(Br)cc1)c1cccc(NC(=S)NCCN2CCOCC2)c1
 : -0.6	-13	1	-1	-5	14	-16	6	-6	-1	7
Cc1ccccc1CN1CCN(C(=O)c2ccc(S(=O)(=O)NCc3ccco3)cc2)CC1
 : -0.5	7	-1	4	-11	7	6	-23	22	7	3
Cc1ncsc1C(=O)N1N=C2/C(=C/c3ccc(N4CCOCC4)cc3)CCCC2C1c1ccc(N2CCOCC2)cc1 (stereo not given)
 : 2.3	-10	-3	22	1	-27	-25	3	15	16	-4
CCOc1ccccc1Oc1coc2cc(OC(=O)c3ccco3)ccc2c1=O
 : 1.4	-7	-1	3	-29	-43	6	-6	2	3	-2
COc1ccccc1/C=C/C=N/n1c(-c2cc(-c3ccccc3)n[nH]2)n[nH]c1=S
 : -0.8	-9	3	-18	-41	-41	0	-44	21	3	58*
CCCNS(=O)(=O)c1ccc(OCC(=O)Nc2ccccc2F)cc1
 : -2.1	-17	2	3	6	14	-4	4	9	-5	-12
O=C(Nc1ccc(N2CCOCC2)cc1N1CCOCC1)c1ccc([N+](=O)[O-])cc1Cl
 : 0.2	10	-1	-2	9	6	-8	-5	-2	-3	-9
COc1ccc(Br)c(C(=O)N2CCN(S(=O)(=O)/C=C/c3ccccc3)CC2)c1
 : -0.3	10	4	-5	24	22	-5	-1	2	-7	1
O=C(C[C@@H]1C[C@@H]2c3cc(NS(=O)(=O)c4ccc(F)cc4)ccc3O[C@@H]2[C@H](CO)O1)NCc1ccc(Oc2ccccc2)cc1
 : 0.1	27	.	.	20	8	17	48	-39	.	-8
O=C(c1cccc(N2CCCC2=O)c1)N1CCN(c2ccc(F)cc2)CC1
 : -0.3	10	1	3	4	2	27	6	-5	6	3
CC1CC(CCC(=O)NC(=S)Nc2ccc(S(N)(=O)=O)cc2)C(=O)O1 (stereo not given)
 : 0.1	-3	4	1	6	10	-10	-5	6	1	-11
COc1ccc(OCc2cc(C(=O)NC3CCc4ccccc43)no2)c(Cl)c1 (stereo not given)
 : 0.2	-26	0	11	-4	13	-6	-1	-11	-6	14
CN(C)S(=O)(=O)c1ccc(NC(=O)COc2ncnc3sccc23)cc1
 : -0.5	6	0	-3	-6	19	-20	-16	-7	-10	-4
COc1ccccc1NCC(=O)n1nc(C)cc1C
 : 0.6	-2	-3	-1	19	6	2	1	-5	4	2
O=C(NCc1cccnc1)c1cc(Cl)ccc1[N+](=O)[O-]
 : -1.1	-33	2	17	-5	20	8	-14	-4	2	-1
COc1ccc(N(C(=O)Cn2cnc3ccccc32)C(C(=O)NC2CCCCC2)c2ccccc2)cc1 (stereo not given)
 : 0.7	-13	2	-4	13	7	9	-16	-4	1	-8
O=C1CCCC2=C1C(c1cccc(Br)c1)n1nc(-c3ccco3)nc1N2 (stereo not given)
 : -3.6	-4	5	-2	13	16	-13	1	-13	2	9
COCCN1CCN(c2c3c(nc4cc(-c5cccc(F)c5)nn24)CCC3)CC1
 : 1.1	-34	2	-9	20	3	4	22	-8	0	-11
Clc1ccc(N2CCN(Cc3c[nH]c4ncccc34)CC2)cc1
 : 0.2	5	4	-1	-11	3	5	0	-16	11	14
Cc1ccc2c(c1)N(CC(=O)N1CCC(O)CC1)C(=O)CO2
 : 1.2	8	.	3	3	12	-16	7	8	-3	-7
CC(C)C[C@H](NC(=O)c1nc[nH]c1C(=O)N(C)Cc1ccccc1)C(=O)OC(C)(C)C
 : -2.6	-2	5	-5	4	7	6	2	-19	4	-6

The listing continues:
Second line of a record: hiPSC survival	NR2E3 ag-1	NR2E3 ag-2	TRPM1 prom inh	Peg3 prom inh	HIF-2a inh	CF NFkB block	Shn3 inh set2	KKLEB cytotox	LMP1 NFkB inh	C8 TRAIL sens
Cc1cccc(N2C(=O)C(Cl)=C(N3CCOCC3)C2=O)c1
 : -0.8	-15	-2	16	-3	8	-13	-15	10	31	10
OCC[C@H]1C[C@@H](O)[C@H](O)[C@@]2(CCCCO2)O1
 : -3.8	43	0	5	2	-1	-44	-3	-3	19	-8
CC(=O)c1c(C)nc(-c2ccc3c(c2)OCO3)n1O
 : -2.8	-16	1	10	-8	-21	9	-24	5	1	1
COCC(=O)Nc1ccc(C(N)=O)cc1
 : 0.1	11	-3	-1	2	12	6	-14	-23	2	10
CCN(CC)c1ccc(/C=N/N2CC(=O)NC2=S)cc1
 : -0.4	-52	-3	-10	-28	-31	10	53	-3	1	-6
CC1=CC(C)(C)NC(=S)N1c1cccc2ccccc12
 : 4.2	-3	5	4	19	14	-3	19	1	3	-3
COc1cccc(NC(=O)C2(C)CCN2Cc2ccccc2Cl)c1 (stereo not given)
 : -0.4	-7	.	.	13	-5	49	8	-17	.	16
Cc1nc(CSc2ccc(Cl)cc2)cc(N2CCOCC2)n1
 : -1.6	12	0	-23	-30	-81	14	-8	-4	0	21
CC1CCCCN1S(=O)(=O)c1cccc(S(=O)(=O)N2CCOCC2)c1 (stereo not given)
 : 0.4	-9	-5	-9	3	13	4	7	-19	-4	-6
COc1ccc(-c2nn(-c3ccccc3)cc2/C=N/N2C(=O)CSC2=S)cc1
 : 1.8	-18	5	104*	57*	43*	19	-13	-21	-18	69*
COC(=O)c1[nH]c(C)c(/C(O)=C2\C(=O)C(=O)N(CCN3CCOCC3)C2c2cccnc2)c1C (stereo not given)
 : 1.8	-35	2	4	12	-7	8	-19	0	-14	-3
NNC(=O)c1nc(-c2cccc(-n3cccc3)c2)no1
 : 0.1	-26	4	21	6	13	-5	6	-3	-7	-23
CCOc1ccc(CCNC(=O)COC(=O)c2cccc(S(=O)(=O)N(C)C)c2)cc1OCC
 : -0.1	-16	.	1	2	4	3	-4	-10	-5	-4
O=C(COc1ccc2c(c1)oc(=O)c1ccccc12)N[C@@H](Cc1c[nH]c2ccccc12)C(=O)O
 : 2.7	-24	0	-2	6	16	-4	-2	9	4	0
CC(C)(C)CNC(=O)C1(C)CCN1C(=O)C1(c2ccccc2)CC1 (stereo not given)
 : -3.6	5	.	.	12	14	-10	4	-5	.	1
CC1CN(c2nc3ccccc3nc2C(C#N)C(=O)OC2CCCCC2)CC(C)O1 (stereo not given)
 : -2.4	-3	0	-2	13	19	10	6	-24	-6	-3
COc1cccc(C(NC(C)=O)c2nc(-c3ccc4c(c3)OCO4)cs2)c1 (stereo not given)
 : -1.3	-29	.	.	3	-5	-43	-1	23	.	0
COc1ccc(NC(=O)CN2CCN(S(=O)(=O)c3ccc(Cl)cc3)CC2)cc1Cl
 : 1.4	-12	0	-5	-3	0	12	25	-7	0	2
NS(=O)(=O)c1ccc(CCNC(=O)C2CCC(Cn3c(=S)[nH]c4ccccc4c3=O)CC2)cc1 (stereo not given)
 : -1.5	-21	2	6	13	14	-2	-5	3	6	-10
Oc1ccc(-c2cc(-c3ccc(O)cc3)nc(-c3ccccc3)n2)cc1
 : 0.8	-10	1	1	31	66*	-10	-3	-2	-1	-9
O=S(=O)(Nc1ccc(F)cc1)c1ccc(NC(=S)Nc2ccccc2)cc1
 : 5.6	4	1	0	4	12	-1	0	7	6	30
COc1ccc(OC)c(-c2csc(NC(=O)c3ccc4c(c3)OCO4)n2)c1
 : -1.4	-45	3	-60	-185	-269	-16	-29	8	-19	9
Cc1cc([N+](=O)[O-])nn1CC(=O)NC1CCCCC1
 : 0.7	-20	1	-2	5	9	5	-4	-7	-5	-16
O=C(Nc1cc(Cl)ccc1N1CCOCC1)c1ccncc1
 : -0.1	4	.	-8	7	5	22	-7	12	-3	-16
Cn1cc(C(=O)c2ccc(Cl)cc2Cl)cc1C(=O)N/N=C(\N)COc1ccc(Cl)cc1Cl
 : -0.6	-12	0	37	45	17	-4	59	0	25	14
CCn1cc(C(=O)NCCC(C)C)c(=O)c2cc(F)c(N3CCN(C)CC3)cc21
 : 0.1	33	1	4	12	11	-10	12	-7	-4	-1
CC1=C(C)CC(C(=O)Nc2cccc(Cl)c2)C(C(=O)O)C1 (stereo not given)
 : -0.8	-5	0	-6	3	8	2	-2	-5	-9	-6
COc1cc(/C=C/C(=O)Nc2ccc(OC)c(S(=O)(=O)N3CCOCC3)c2)ccc1OC(F)F
 : 1.1	8	.	9	46	0	9	46	-10	21	24
Cc1ccc(CN2C(=O)C(F)(F)Oc3ccccc32)cc1
 : 8.4	11	.	.	17	15	14	-4	-8	.	-15
Cc1ccc2c(c1)c(N=NC(N)=S)c(O)n2Cc1ccccc1
 : 0.4	-15	4	-1	38	15	23	22	-10	-6	7
CCCc1ccc(S(=O)(=O)N2CCN(C(C)C(=O)NCc3ccc(OC)cc3)CC2)cc1 (stereo not given)
 : 0.2	49	1	7	8	3	16	15	-21	-5	1
COc1ccc(OCCSc2nc3nc(C)cc(C)n3n2)cc1
 : 3.0	-14	0	-16	-48	-12	-2	10	4	6	-6
Cc1cc(Cl)ccc1OCCCC(=O)OCC(N)=O
 : -0.3	-26	0	-4	1	32	12	6	10	3	10
